GPR55 beta-arrestin: GPR55 agonists via beta-arrestin recruitment, primary screen, imaging, U2OS cells, beta-arrestin-GFP redistribution (AID 1961) | activation, % at 10 µM; hits with a dose series show EC50 in µM | U2OS GPR55 beta-arrestin-GFP redistribution imaging; higher % means a stronger effect | 290,000 tested, 0.048% active;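 active = activation above 40% with more than 50 cells counted in the well; inconclusive = wells holding fewer than 50 cells, flagged as toxic or sparse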;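 note: U2OS osteosarcoma cells stably expressing GPR55 and beta-arrestin-GFP; plate controls were DMSO negative control for no effect and LPI positive control for full effect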
HEK293 NOD2/NF-kB: inhibition of NOD2-driven NF-kB reporter – cell-based, luminescence, uHTS, HEK293 (AID 1566); HEK293 NOD2/NF-kB luciferase reporter, luminescence; higher % means a stronger effect; one-dose inhibition, % at 4 µM; EC50 in µM for titrated hits; 290,000 tested, 0.63% active; note: many of its hits are not listed in these tables
HIV fusion peptide: cell-free HIV fusion peptide-binding blockers – biochemical, uHTS, fluorescence dequenching, primary screen (AID 1986); 290,000 tested, 0.3% active; cell-free peptide binding, fluorescence dequenching, 30 min; higher % means a stronger effect; inhibition, % at 20 µM, or IC50 in µM where a hit was titrated; in the data active = inhibition mostly above about 52%, no sharp cut-off; inactive = mostly below about 76%; note: some results filed as inactive read as strong as hits
Myeloid diff MLP: promotes myeloid progenitor differentiation. ER-HoxA9 myeloid progenitors, lysozyme-GFP differentiation, flow cytometry. calls only at 10 µM. 360,000 tested, 1% active. AID 624256;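 active = normalized GFP-positive differentiation at or above the plate's own cutoff, the solvent-only control mean plus 3 SD; inconclusive = no clear call, values can overlap the other calls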;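 note: cells exposed to compound for four days before flow analysis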
KOR beta-arrestin-1: KOR agonists, beta-arrestin recruitment, primary screen, cell-based, luminescence, uHTS (AID 1777); 280,000 tested, 0.02% active; KOR beta-arrestin recruitment, luminescence; higher % means a stronger effect; activation, % at 10 µM, or EC50 in µM where a hit was titrated; in the data active = activation above about 50%, passing the limit was not always enough; note: a part of the inactive calls stands beside numbers as strong as those of hits
NOD1 NF-kB reporter: inhibition of NOD1-driven NF-kB reporter – cell-based, luminescence, uHTS, primary screen (AID 1578). NOD1-driven NF-kB luciferase reporter cells, luminescence; higher % means a stronger effect. inhibition, % at 4 µM; hits with a dose series show EC50 in µM. 290,000 tested, 1% active; in the data active = inhibition mostly above about 36%, no sharp cut-off; inactive = mostly below about 34%;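 note: HEK-293T reporter cells stimulated with the NOD1 agonist gamma-tri-DAP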
GPR55 antagonists: inhibition of LPI-stimulated GPR55 beta-arrestin translocation – imaging, U2OS, beta-arrestin-GFP, LPI agonist, primary screen (AID 2013); U2OS GPR55 beta-arrestin-GFP translocation imaging, LPI antagonism; higher % means a stronger effect; inhibition, % at 10 µM; hits with a dose series show IC50 in µM; 290,000 tested, 0.13% active;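 active = spots per cell inhibited over 60%, with over 100 cells counted and total cytoplasm intensity under 500,000; inconclusive = wells with under 100 cells, flagged as likely toxic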;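 note: U2OS cells stably carrying GPR55 and arrestin-GFP stimulated by 5 µM LPI near EC80; imaged beta-arrestin-GFP aggregate spots per cell after agonist stimulation; plate controls were LPI-stimulated DMSO wells for no effect and DMSO wells without LPI for full effect; some results filed as inactive read as strong as hits; confirmed hits need IC50 under 10 µM and bright autofluorescent wells are also inconclusive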
GPR35 arrestin U2OS: GPR35 antagonists blocking zaprinast-driven arrestin recruitment, primary screen, imaging, U2OS, beta-arrestin-GFP, zaprinast agonist (AID 2058); inhibition, % at 10 µM; hits with a dose series show IC50 in µM; 290,000 tested, 0.052% active; U2OS GPR35 beta-arrestin-GFP translocation imaging, zaprinast antagonism; higher % means a stronger effect;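 active = inhibition of at least 50% with at least 30 cells and total cytoplasm GFP at most 10,000,000; inconclusive = under 30 cells or total GFP of 10,000,000 plus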
KOR beta-arrestin-2: kappa opioid receptor blockers – cell-based, luminescence, uHTS (AID 1778); KOR beta-arrestin recruitment, luminescence, antagonist mode; higher % means a stronger effect; 290,000 tested, 0.091% active; inhibition, % at 10 µM, or IC50 in µM where a hit was titrated; note: strong numbers were not always called active
Myeloid diff MLP GFP+ MAC1+ %: recorded beside Myeloid diff MLP, whose call it bears; GFP+ MAC1+ double positive, %; measured here: differentiation confirmed by MAC1 staining
* hit, by the source's call; i = inactive; ? = inconclusive; . = no result given; [ ] = another dose, or the depositor's remark. Cut-off read from the data, not from the text of the source, unless noted: active = inhibition above about 50%; inactive = the rest. Some of the compounds tested (hit frequency here may not be typical).

Sequence of screens – GPR55 beta-arrestin	HEK293 NOD2/NF-kB	HIV fusion peptide	Myeloid diff MLP	Myeloid diff MLP GFP+ MAC1+ %	KOR beta-arrestin-1	NOD1 NF-kB reporter	GPR55 antagonists	GPR35 arrestin U2OS	KOR beta-arrestin-2
> CCOC(=O)c1c(C)[nH]c(C(=O)COC(=O)CCC2CCCC2)c1C
  20%	16%	-1.9%	i	10	-0.1%	6%	3%	-11%	-10%
> COc1ccc(CCNC(=O)C2CCCN(S(=O)(=O)N3CCCCCC3)C2)cc1OC (centres undefined)
  0.3%	6%	-1.6%	i	0.6	-5.4%	21%	10%	23%	-15%
> C=CCOC(=O)C1=C(C)NC(=O)NC1c1ccc(OCC)cc1 (centres undefined)
  0.5%	9%	2.2%	i	0.8	1.5%	-15%	-2%	4%	-49%[20 µM]
> O=C(NCCc1cccc(F)c1)C1CCC(=O)N(CCCc2ccccc2)C1 (centres undefined)
  0.6%	-4%	5.7%	i	1.0	-1.9%	-13%	6%	-16%	17%
> COC(=O)c1c(C#N)c(N)nc2c1CCCC2
  0.2%	24%	-1.6%	.	.	-3.3%	26%	16%	1%	7%
> CN(C)c1ccc(/C=N/NC(=O)c2ccc(Cn3cc(Br)cn3)o2)cc1
  -0.2%	-64%	-3.3%	i	3.0	5.4%	-75%	7%	-5%	-7%
> CCOCC(=O)N1CCN(c2cccc(Cl)c2)CC1
  -0.1%	8%	1.6%	i	0.7	-5.7%	0%	-1%	5%	18%[20 µM]
> O=C1CCC(C(=O)N(c2ccccc2)C2(C(=O)NC3CCCCC3)CCCCC2)N1 (centres undefined)
  0.3%	11%	0.7%	i	1.0	0.5%	-30%	15%	23%	-2%
> Cc1cc(=O)n2nc(N3CCCC(C(=O)NCCCN4CC(C)CC(C)C4)C3)sc2n1 (centres undefined)
  -0.1%	7%	0.4%	i	0.9	2.6%	-34%	4%	-10%	-2%
> COc1ccc(C(CNC(=O)COc2ccc(Cl)c(C)c2)N2CCCCC2)cc1 (centres undefined)
  -0.1%	11%	-0.1%	i	0.3	-2.4%	-2%	11%	-3%	-6%
> COc1ccc([N+](=O)[O-])cc1NC(=O)c1csc(C)c1
  0.4%	-7%	-0.9%	i	0.5	6.2%	-56%	-8%	14%	-3%
> O=S(=O)(c1ccc(OC(F)(F)F)cc1)N1CCCC(N2CCOCC2)C1 (centres undefined)
  -0.2%	-7%	0.9%	i	0.3	-2.3%	6%	13%	-10%	-31%[20 µM]
> CC1(C)CC(NC(=O)c2cccc([N+](=O)[O-])c2)CC(C)(C)N1
  -0.2%	8%	1.9%	i	1.1	-4.6%	-27%	-4%	-4%	-24%[20 µM]
> COc1ccc(S(=O)(=O)Nc2cccc(-n3cnnn3)c2)cc1
  -0.2%	24%	-0.6%	i	0.7	-1.7%	-3%	0%	4%	24%
> Cc1ccc(S(=O)(=O)NNC(=O)C2CC=CCC2C(=O)O)cc1 (centres undefined)
  -0.4%	23%	0.3%	i	0.0	-3.9%	-10%	-5%	0%	26%
> NCCCC[C@H]1CNC(=S)N1CC1(c2ccccc2)CC1
  0.0%	6%	1.1%	i	3.3	1.3%	-9%	7%	-10%	16%
> CCOCCCNc1c(CC)c(C)c(C#N)c2nc3ccccc3n12
  -0.2%	5%	0.0%	i	0.1	4.4%	16%	8%	8%	17%
> Cc1ccc(S(=O)(=O)Cc2ccc(C(=O)N3CCCCC3C)cc2)cc1 (centres undefined)
  -0.1%	4%	-1.2%	i	0.6	4.3%	-22%	12%	-7%	-4%
> CN(C)CC(=O)c1c[nH]c2ccccc12
  -0.1%	14%	2.4%	i	4.6	1.5%	6%	-9%	1%	0%
> O=C(NNC(=O)C12CC3CC(CC(C3)C1)C2)c1ccco1
  0.2%	18%	-0.3%	i	0.1	-4.4%	-9%	1%	-11%	4%[20 µM]
> Cc1cc(C)nc(N2CCCC(C(=O)Nc3cc(F)ccc3C)C2)n1 (centres undefined)
  -0.1%	-4%	-1.0%	i	0.4	4.7%	-3%	6%	-20%	-8%
> CC(C)c1ccc(/C=C/C(=O)NC2=NCCS2)cc1
  0.0%	-177%	-2.9%	.	.	3.6%	-37%	1%	5%	-15%
> Cc1ccc(-c2nn(Cc3ccccc3)cc2/C=C/C(=O)O)cc1C
  -0.1%	13%	-1.9%	i	0.9	-0.5%	4%	8%	17%	9%
> COc1ccccc1/C=C(/C(=O)NCCCn1ccnc1)c1ccccc1
  0.9%	9%	0.9%	i	1.0	-3.3%	-21%	6%	-1%	8%
> COc1ccc2c(c1)N(C)/C(=C/c1cccc[n+]1C)S2
  0.0%	46%	0.9%	?	.	-0.5%	2%	-2%	8%	15%
> CN1C(=O)[C@@H]2[C@@H]3C[C@@H]([C@H]4ON=C(c5ccc(Cl)cc5Cl)[C@@H]34)[C@@H]2C1=O
  -0.2%	15%	-0.3%	i	0.7	1.0%	-14%	0%	1%	7%
> O=C(Cc1c[nH]c2ccccc12)NCc1ccc(Cl)cc1Cl
  -0.2%	-15%	-1.2%	i	0.6	-0.1%	-44%	-4%	7%	-13%
> CC(=O)Nc1ccc(S(=O)(=O)N2CCN(c3cnn(C)c(=O)c3Cl)CC2)cc1
  -0.1%	-1%	-0.5%	i	0.1	.	-2%	19%	16%	4%[20 µM]
> O=C(Cc1ncc(C(F)(F)F)cc1Cl)N1CCN(c2cccc(Cl)c2)CC1
  -0.1%	-3%	-1.7%	i	2.8	-1.3%	-23%	12%	14%	-10%
> CC/C(=N\O)c1ccc(OC)c(OC)c1
  0.2%	-1%	-0.5%	i	0.4	1.8%	-2%	0%	14%	-7%
> O=C(CSc1cn(CCNC(=O)c2ccccc2F)c2ccccc12)NCC1CCCO1 (centres undefined)
  -0.1%	20%	1.6%	i	0.7	-3.5%	-6%	8%	-6%	-13%
> COc1ccccc1NC(=O)CC(c1ccc(F)cc1)c1ccco1 (centres undefined)
  0.5%	0%	-1.3%	i	0.2	1.3%	-4%	7%	18%	28%
> Cc1cc(C(=O)N/N=C/c2ccncc2)c(C)o1
  -0.2%	22%	0.5%	i	0.7	0.1%	8%	-5%	-5%	-18%
> O=C(COC(=O)c1ccc2[nH]c3c(c2c1)CCCC3)Nc1ccc(Cl)cc1Cl
  -0.3%	4%	1.8%	i	0.5	4.1%	-35%	9%	2%	-19%
> COc1ccccc1NC(=O)CN1CCN(c2ccccc2)CC1
  0.9%	12%	-1.8%	i	0.8	-3.1%	-16%	-12%	3%	-30%[20 µM]
> C/C=C/c1ccc(OCCCCOc2ccccc2C(C)=O)c(OC)c1
  -0.1%	6%	-2.2%	i	0.6	-1.9%	4%	-7%	2%	-10%
> CC(=O)Oc1ccccc1C(=O)N1CCN(S(=O)(=O)c2ccc3ccccc3c2)CC1
  0.3%	18%	-1.3%	i	0.4	-5.4%	3%	4%	6%	16%
> CC(=O)Nc1ccc(S(=O)(=O)N2CCCCC2C(=O)O)cc1 (centres undefined)
  -0.1%	7%	0.7%	i	0.4	-0.8%	-11%	2%	-4%	-9%[20 µM]
> CC(C)Cc1nn2c(=O)cc(CSCC(=O)Nc3ccccc3F)nc2s1
  0.1%	4%	-0.6%	i	0.8	-0.3%	-4%	1%	2%	-3%
> O=C(NCCC1=CCCCC1)c1cc(COc2ccc(F)cc2Cl)on1
  0.3%	-4%	-0.8%	i	2.0	4.4%	-72%	8%	-4%	-36%
> COC(=O)CC1C(=O)NCCN1C(=O)CSc1nc2ccccc2s1 (centres undefined)
  -0.3%	18%	-0.7%	i	1.1	-4.4%	-13%	18%	-6%	23%
> CCC(C)[C@H](NC(=O)NC1CC1)C(=O)O (some centres undefined)
  1.0%	-14%	0.0%	i	0.4	4.7%	-10%	3%	1%	-22%
> O=C(CNS(=O)(=O)c1ccc(Br)cc1)OCc1cc(=O)n2cc(Br)ccc2n1
  0.0%	-10%	7.6%	.	.	-0.1%	-25%	8%	-7%	27%
> O=C(NCCCc1ccccc1)c1cccs1
  0.1%	-26%	0.3%	i	6.9	0.6%	-21%	13%	-21%	-7%
> C=CCc1cccc(/C=N/NC(=O)C(=O)Nc2ccc(C)cc2)c1O
  0.0%	15%	-1.5%	i	0.0	-9.7%	-25%	0%	20%	-44%[20 µM]
> O=C(COc1cccc(-n2cnnn2)c1)Nc1ccccc1
  -0.5%	12%	0.1%	i	9.2	0.0%	-1%	-1%	-3%	-34%
> COC(=O)c1ccccc1S(=O)c1snnc1C (centres undefined)
  -0.1%	5%	0.5%	i	0.2	4.4%	-8%	12%	8%	-14%[20 µM]
> CN(Cc1nc(Cc2cccc(F)c2)no1)CC1CCOCC1
  -0.1%	19%	-1.8%	i	0.6	-8.6%	-31%	-5%	10%	-8%[20 µM]
> CCC(=O)Nc1cccc(C(=O)N(Cc2ccccc2)Cc2ccccc2)c1
  0.3%	20%	-0.9%	i	0.7	-3.1%	-19%	18%	-4%	21%[20 µM]
> Cc1cccc(CSCCNC(=O)CN2C(=O)c3ccccc3S2(=O)=O)c1
  0.3%	1%	-0.4%	i	0.9	5.0%	-34%	-2%	1%	-6%
> CCOC(=O)c1sc(-c2cccc([N+](=O)[O-])c2)cc1N
  -0.6%	-8%	0.5%	i	0.1	-1.8%	-30%	-8%	-9%	18%
> CCn1c(CNC(=O)c2ccccc2OC)nnc1SCC(=O)c1ccc(F)cc1
  -0.1%	-12%	-1.3%	i	0.3	5.8%	-40%	-5%	4%	-39%
> CCOC(=O)CN1C(=O)C(O)=C(C(C)=O)C1c1ccc([N+](=O)[O-])cc1 (centres undefined)
  1.0%	9%	-2.6%	i	0.5	1.9%	1%	7%	9%	-8%
> Nn1c(C2CCCCC2)nc2ccccc2c1=O
  -1.9%	15%	0.1%	i	0.5	-2.3%	4%	10%	10%	-1%
> CN(C)S(=O)(=O)c1ccc(C(=O)NCCOc2ccc(F)cc2)cc1
  -0.1%	-41%	-0.9%	i	0.7	-2.4%	-21%	-13%	15%	9%
> Brc1ccc(C2=Nc3cccc4cccc(c34)N2)o1
  0.6%	10%	14%	i	0.2	1.4%	-12%	-8%	-14%	10%
> Cc1ccc(CSc2nnc(-c3ccncc3)o2)c(C)c1
  0.2%	-4%	-0.7%	i	0.1	3.5%	-40%	7%	-9%	1%
